Compound activity as filed in PubChem BioAssay.
p53 reactivation: re-activators of mutant p53. H1299 p53-A138V BP100-luciferase reporter, luminescence, 24 h. Potency, µM (titrated, usually from 92.2 µM), for the others: at the highest dose activity change, positive = activation, hits mostly activators. actives 0.063% (n = 320,000). AID 504706; also: % of control where 0% means no effect; nearly all actives have a fitted effect of over 45% in size
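H1299 (p53-null), stable ts p53-A138V + BP100-Luc; 1000 cells/well, Opti-MEM/10% FBS; cpd 4 pt, 1:5; 24 h, 37 deg C, 5% CO2; detection reagent 10 min RT; luminescence.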
VP16 counter: counter-screen for ROR gamma inhibitors: Gal4-VP16 reporter; Drosophila S2 Gal4-VP16 UAS-luciferase, luminescence, 20 h; Potency, µM (top dose mostly 53.6 µM), inactives show top-dose activity, negative = inhibition, hits mostly inhibitors; actives 3.5% (n = 310,000);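 also: Gal4-VP16 expression switched on by copper sulfate through the metallothionein promoter; % is scaled to controls: 0 for no effect and ±100 for the full control effect; nearly all actives have a fitted effect of over 50% in size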
uPA surface inh: inhibitors of cell surface uPA generation | cell surface uPA generation assay, qHTS | actives 0.31% (n = 330,000) | AID 540303 | Potency, µM (top dose mostly 38.3 µM), for inactives: top-dose activity change, negative = inhibition, most hits filed as inhibitors; active = well fitted inhibition curve with a large enough effect; inconclusive = small, poorly fitted or top-dose-only effect; inactive = no such curve, though single readings can be large or run the other way; tested in mouse RAW 264.7 cells; also: % is scaled to controls: 0 for no effect and ±100 for the full control effect; nearly all actives have a fitted effect of over 55% in size
RORg inh: ROR gamma (mouse) transcription inhibition | P51450 | Drosophila S2 Gal4-RORgamma UAS-luciferase reporter, 20 h | Potency, µM (highest dose often 53.6 µM), inactives show at the top dose activity change, negative = inhibition, hits mostly inhibitors | actives 5.4% (n = 310,000) | AID 2551; also: % is scaled to controls: 0 for no effect and ±100 for the full control effect; nearly all actives have a fitted effect of over 60% in size
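Stably transfected Drosophila Schneider cells are the test system, with ROR gamma fused to Gal4 and luciferase under UAS control; luminescence is read after 20 hr of 700 uM copper sulfate induction at ambient temperature.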
FLuc modulator: inhibits or activates purified firefly luciferase, miR-21 counter-screen; actives 6.9% (n = 360,000); AID 588342; purified FLuc, Km substrates, luminescence inhibition; Potency, µM (highest dose often 57.5 µM), for the others: at the top dose activity change, negative = inhibition, actives largely listed as inhibitors;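 also: plate controls were vehicle for no effect and reference inhibitor for full effect; nearly all actives have a fitted effect of over 55% in size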
Target sequence (P08659 whole entry, looked up): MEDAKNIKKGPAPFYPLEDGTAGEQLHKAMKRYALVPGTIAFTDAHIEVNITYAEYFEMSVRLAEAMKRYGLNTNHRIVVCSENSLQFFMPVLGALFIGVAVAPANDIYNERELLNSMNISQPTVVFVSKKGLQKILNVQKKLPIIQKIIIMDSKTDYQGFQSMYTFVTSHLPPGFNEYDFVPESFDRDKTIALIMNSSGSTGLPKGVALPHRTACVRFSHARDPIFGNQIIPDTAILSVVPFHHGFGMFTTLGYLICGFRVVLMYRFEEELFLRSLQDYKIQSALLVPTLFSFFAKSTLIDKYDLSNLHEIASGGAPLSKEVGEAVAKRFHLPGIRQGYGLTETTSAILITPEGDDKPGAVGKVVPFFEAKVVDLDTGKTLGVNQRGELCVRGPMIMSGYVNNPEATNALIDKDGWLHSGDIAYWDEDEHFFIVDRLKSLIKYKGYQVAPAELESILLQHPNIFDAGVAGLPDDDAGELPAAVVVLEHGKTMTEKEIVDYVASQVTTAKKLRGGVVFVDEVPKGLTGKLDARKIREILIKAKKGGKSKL
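Purified P. pyralis luciferase (10nM final) with 10uM D-luciferin and 10uM ATP (Km levels) in 50mM Tris acetate pH 7.5, 10mM Mg acetate, 0.01% Tween-20, 0.05% BSA; qHTS 6-point titration, ~60 µM downward; luminescence read.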
ELG1 genotox: inducers of genotoxicity in HEK293T ELG1-luciferase cells | HEK293T ELG1-luciferase reporter, luminescence, 16 h | Potency, µM (doses to about 46 µM), without a hit: at the top dose activity change, positive = activation, actives largely listed as activators | actives 1.3% (n = 330,000) | AID 504466; also: % of control where 0% means no effect; nearly all actives have a fitted effect of over 60% in size
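After overnight (16 hr) compound treatment at 37 °C, ELG1-luciferase HEK293T cells were lysed with ONE-Glo; luminescence quantified 30 min later at room temperature.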
NPC1 prom act: NPC1 promoter activation. Potency, µM (highest dose often 9.22 µM), for the others: at the highest dose activation, usual class: activators. Huh7 NPC1 promoter luciferase reporter, 24 h. actives 2.4% (n = 320,000). AID 485313;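 also: % of control where 0% means no effect; nearly all actives have a fitted effect of over 60% in size; reporter is driven by a mutant NPC1 promoter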
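In 1536-well qHTS, Huh7 cells harboring an NPC1 promoter–luciferase construct received compound for 24 h; activation was quantified by luminescence following luciferase reagent addition.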
BRCA1 expr act: increases BRCA1 expression. MCF7-BRCA1-FFLuc reporter, luminescence, 48 h; response scale: scaled: vehicle 0%, 10 µM genistein 100%. Potency, µM (top dose mostly 46.1 µM), inactives show at the highest dose activation, actives largely listed as activators. actives 1.1% (n = 380,000); also: nearly all actives have a fitted effect of over 80% in size; some results filed as inactive show a strong effect at the top dose
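Using MCF7 cells harboring a BRCA1 firefly luciferase reporter, plated 2 h before compound pinning, the screen measured luminescence after 48 h incubation. Responses were normalized to DMSO and 10 microM genistein, then fitted for concentration-effect.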
MBNL1-CUG inh: blocks human MBNL1 binding to CUG repeat RNA | Potency, µM (top dose mostly 57.5 µM), without a hit: at the top dose activity change, negative = inhibition, hits mostly inhibitors | actives 0.036% (n = 280,000) | AID 2675 | TR-FRET MBNL1-His/biotin-(CUG)12 binding, 665/545 ratio; active = well fitted inhibition curve with a large enough effect in the signal ratio, with a control signal flat, not every such curve was filed as active; inconclusive = small, poorly fitted or top-dose-only effect, or effect the other way, or a change in a side signal; inactive = no such curve, though single readings can be large or run the other way; the % refers to the signal ratio; also: % is scaled to controls: 0 for no effect and ±100 for the full control effect
Target sequence (Q9NR56 whole entry, looked up): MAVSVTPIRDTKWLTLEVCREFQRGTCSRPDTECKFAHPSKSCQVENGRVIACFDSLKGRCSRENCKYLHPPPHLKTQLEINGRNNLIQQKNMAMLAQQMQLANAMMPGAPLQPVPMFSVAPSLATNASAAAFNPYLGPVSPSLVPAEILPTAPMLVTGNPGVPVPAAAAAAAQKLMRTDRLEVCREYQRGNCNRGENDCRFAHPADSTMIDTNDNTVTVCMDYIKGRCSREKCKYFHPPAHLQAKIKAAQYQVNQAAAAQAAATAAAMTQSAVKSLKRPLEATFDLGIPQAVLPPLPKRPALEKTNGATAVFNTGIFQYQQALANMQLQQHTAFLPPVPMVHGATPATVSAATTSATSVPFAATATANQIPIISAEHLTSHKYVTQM
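His-tagged MBNL1 binding to biotinylated (CUG)12 RNA was measured by TR-FRET using terbium anti-His antibody (0.055 ng/ul final) and streptavidin-XL665 (5 nM final). Compounds were titrated 92 nM to 58 uM; 60 min at room temperature.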
Rab9 prom act: Rab9 promoter activation; Huh7 Rab9 promoter-luciferase reporter, luminescence, 24 h; Potency, µM (highest dose often 9.22 µM), for the others: top-dose activation, negative = inhibition, hits mostly activators; actives 2.8% (n = 320,000); also: % of control where 0% means no effect; nearly all actives have a fitted effect of over 60% in size
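Huh7 reporter line, Rab9 promoter upstream of luciferase. Compound exposure 24 h at 37 °C in reduced-serum medium with 10% FBS. Read-out: luminescence.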
Numbers without * were called inactive; ? = inconclusive; / = not tested or not shown; [ ] = remark or other dose. Unless noted, calls follow the shape of the dose curve; as a rule, active = well fitted curve in the direction sought with a large enough effect; inconclusive = small, poorly fitted or top-dose-only effect, or another doubt; inactive = no such curve, though single readings can be large; an effect the other way counts as inactive or inconclusive. Potency is read from the fitted curve at half-maximal effect. The order is random; overall some 13% were active at least once.

SMILES	p53 reactivation	VP16 counter	uPA surface inh	RORg inh	FLuc modulator	ELG1 genotox	NPC1 prom act	BRCA1 expr act	MBNL1-CUG inh	Rab9 prom act
O=C(NNC(=O)c1ccccc1F)c1cccs1	24%	16%	/	-8%	?	-4%	29%	5.6µM*	-5%	?
Cc1c(NC(=O)C(C)OC(=O)COc2ccccc2)c(=O)n(-c2ccccc2)n1C (stereo not given)	5%	4%	4%	2%	-4%	7%	2%	-4%	/	1%
COc1cccc(CNC(=O)CCC2CCCN(c3cc(C)nc(N(C)C)n3)C2)c1 (stereo not given)	1%	-6%	3%	15%	1%	-4%	-4%	-31%	1%	-1%
CCOc1ccccc1N(C)C(=O)CCS(=O)(=O)c1ccc2c(c1)NC(=O)C(C)S2 (stereo not given)	1%	-7%	-4%	26%	0%	-7%	-2%	-8%	2%	0%
COc1ccc(OC)c(C(=O)CN2CCN(S(=O)(=O)c3ccc(Br)cc3)CC2)c1	-3%	?	-9%	?	6%	2%	-7%	-12%	4%	15%
CC(=O)Nc1ccc(NS(=O)(=O)c2cc(-c3n[nH]c(=O)c4ccccc34)ccc2C)cc1	-6%	-2%	2%	1%	1%	?	-4%	-65%	-7%	-2%
Cn1cccc1CNC(=O)Nc1ccc(Cl)cc1	?	0%	-1%	23%	13µM*	?	?	?	-14%	3.5µM*
COc1cc(NC(=O)c2ccccc2)c(OC)cc1NC(=O)CSc1[nH]c(=O)cc(C)c1C#N	-5%	-14%	-15%	?	-4%	-2%	-24%	-51%	2%	-12%
O=C(Nc1cccc(-c2cnc3ccccc3n2)c1)C1CC(=O)N(c2ccccc2)C1 (stereo not given)	10%	-13%	-7%	?	?	-10%	15%	41%	?	-1%
COc1ccc(CCN(C)C2CCCN(S(=O)(=O)C(C)C)C2)cc1OC (stereo not given)	0%	0%	18%	5%	-8%	-2%	-1%	-12%	-16%	1%
O=C(NCCC1CCCCN1S(=O)(=O)c1ccccc1)C(=O)NCc1ccncc1 (stereo not given)	-5%	/	1%	/	-17%	-1%	1%	-76%	/	5%
CC(C)N(C(=O)Cn1c(SCC(=O)N2CCN(c3ccccc3)CC2)nc2ccccc21)C(C)C	-18%	3%	-1%	3%	10%	0%	1%	5%	0%	-3%
O=C(N/C(=C/c1cccs1)C(=O)N1CCCCCC1)c1ccccc1	-6%	3%	5%	1%	0%	-6%	-3%	8%	42%[activator]	1%
CC(=O)OC(C)[C@H]1CC[C@H]2[C@@H]3CC[C@H]4C[C@@H](OC(C)=O)CC[C@]4(C)C3=CC[C@]12C (stereo not given in full)	8%	/	10%	/	-1%	2%	4%	14%	/	-2%
COc1ccccc1-n1nnnc1SCC(=O)NCC1(N2CCOCC2)CCCCC1	1%	/	-18%	/	1%	-3%	1%	-15%	/	0%
O=C(CCc1nnc(-c2ccccc2)o1)c1ccc(Cl)cc1	-1%	-5%	1%	5%	0%	3%	-1%	10%	/	1%
CCOC(=O)N1CCC(NC(=O)CCN2C(=O)C3C4C=CC(C4)C3C2=O)CC1 (stereo not given)	0%	9%	-1%	2%	4%	1%	1%	-9%	3%	-1%
Cc1ccc(NC(=O)CSCc2cc(=O)n3nc(C4CC4)sc3n2)cc1	0%	6%	-26%	7%	0%	3%	0%	4%	0%	-5%
Cn1nnnc1SCC(=O)N1CCN(Cc2ccccc2)CC1	3%	1%	/	32%	7%	-2%	2%	12%	-6%	-2%
CCCCn1c(N)c(N(CCC(C)C)C(=O)C2CC(=O)N(Cc3ccc(C)cc3)C2)c(=O)[nH]c1=O (stereo not given)	5%	/	0%	/	-1%	-9%	5%	?	/	7%
CP(=O)(Nc1cc(Cl)ccc1Cl)c1nc2c(s1)CCCC2 (stereo not given)	-4%	4%	11%	-6%	0%	1%	-1%	-40%	-8%	1%
Cc1cccc(-n2cc3c(=O)n(C)c(=O)n(C)c3c2)c1	27%	-2%	-1%	-1%	-13%	15%	-1%	4%	-10%	9%
c1ccc(-c2nnc(CSc3ccc4c(c3)OCCO4)o2)cc1	-1%	-2%	-2%	36%	?	17%	-4%	64%	4%	2%
O=C(O)C1CSC(c2ccccc2)N1C(=O)c1ccco1 (stereo not given)	3%	2%	5%	3%	-1%	5%	0%	17%	1%	1%
CCOC(=O)c1c(C)nsc1NC(=O)c1ccco1	-52%[inhibitor]	8%	1%	-12%	4%	-11%	-1%	-1%	2%	0%

One compound at a time, as listed above. Order of values: p53 reactivation	VP16 counter	uPA surface inh	RORg inh	FLuc modulator	ELG1 genotox	NPC1 prom act	BRCA1 expr act	MBNL1-CUG inh	Rab9 prom act
`CC(=O)Nc1ccc(NS(=O)(=O)c2cc(-c3n[nH]c(=O)c4ccccc34)ccc2C)cc1` across the screens: -6%	-2%	2%	1%	1%	?	-4%	-65%	-7%	-2%
`Cn1cccc1CNC(=O)Nc1ccc(Cl)cc1` across the screens: ?	0%	-1%	23%	13µM*	?	?	?	-14%	3.5µM*
`CCOC(=O)N1CCC(NC(=O)CCN2C(=O)C3C4C=CC(C4)C3C2=O)CC1` (stereo not given) across the screens: 0%	9%	-1%	2%	4%	1%	1%	-9%	3%	-1%
`O=C(CCc1nnc(-c2ccccc2)o1)c1ccc(Cl)cc1` across the screens: -1%	-5%	1%	5%	0%	3%	-1%	10%	/	1%

Later entries
SMILES	p53 reactivation	VP16 counter	uPA surface inh	RORg inh	FLuc modulator	ELG1 genotox	NPC1 prom act	BRCA1 expr act	MBNL1-CUG inh	Rab9 prom act
COc1cc(CNc2ccc(N3CCCC3)cc2)ccc1OCc1ccccc1	?	5%	-3%	-22%	6µM*	?	16%	-94%[inhibitor]	?	19%
CCOC(=O)CSc1nc(N)c(C#N)c(-c2ccc(OC)cc2)c1C#N	-10%	0%	0%	5%	-1%	7%	0%	0%	?	3%
O=C(O)COc1cccc2ccccc12	-6%	-10%	/	-4%	-5%	2%	4%	12%	2%	5%
O=C1NN(c2cccc(Br)c2)C(=O)/C1=C\c1ccc(O)cc1	-1%	16%	7%	1%	15µM*	0%	1%	-1%	-5%	-2%[1.84 µM]
CCC(C)NC(=O)C1CCCN(S(=O)(=O)c2ccc(-n3cnnn3)cc2)C1 (stereo not given)	7%	-2%	0%	-23%	1%	-2%	0%	-6%	-2%	-4%
COC(=O)Cc1[nH]n(-c2nc3ccccc3s2)c(=O)c1C(C)=Nc1ccc(Cl)cc1	7%	-20%	?	11µM*	12µM*	2%	-44%[inhibitor]	43%	13%	-58%[inhibitor]
CCn1c(=O)c(C(=O)NCc2ccccc2)c(O)c2ccccc21	9%	16µM*	12%	?	2%	-3%	-1%	-18%	2%	2%
O=C(NC1CCN(S(=O)(=O)c2ccccc2)CC1)C1CCCCC1	5%	-11%	-8%	21%	4%	5%	1%	-1%	?	-3%
O=C(c1ccc(COc2ccc(Cl)cc2Cl)o1)N1CCCC1	-11%	-9%	2%	?	?	17%	1%	44%	-2%	9%
CN(C)c1cccc(NC(=O)NC2(C)CCS(=O)(=O)C2)c1 (stereo not given)	8%	-2%	1%	-2%	1%	3%	-6%	-5%	-2%	-3%
Cc1ccc(Cl)cc1NC(=O)CCC(=O)NCc1ccco1	17%	2%	3%	8%	1%	-7%	-3%	-4%	-1%	-1%
CSc1ccccc1NC(=O)COC(=O)c1ccc(O)cc1	0%	5%[10 µM]	2%	1%	-19%	0%	9%	-1%	7%	-4%
CCS(=O)(=O)Nc1ccc(C(=O)CC2(O)C(=O)Nc3ccccc32)cc1 (stereo not given)	-1%	/	0%	17%[0.365 µM]	2%	-5%	-1%	20%	7%	2%
CCOc1ccccc1C(=O)NCC(=O)OCC(=O)c1ccc2c(c1)OCCO2	-8%	-4%	1%	-3%	?	0%	14%	4%	11%	5%
COc1cc(CCC(=O)OCC(=O)Nc2c(F)cccc2F)cc(OC)c1OC	6%	22%	1%	-3%	0%	-1%	-1%	34%	-2%	2%
CCCCCOc1ccc(C(=O)OC(C)C(=O)NCc2ccco2)cc1 (stereo not given)	-3%	0%	-19%	-1%	?	-3%	-1%	14%	2%	11%
Cc1onc(-c2c(F)cccc2Cl)c1C(=O)N1CCN(S(C)(=O)=O)CC1	-2%	0%[0.365 µM]	/	3%	7%	-1%	1%	1%	-2%	1%
O=C(COC(=O)c1ccccn1)NCc1cccc(Cl)c1	-4%	/	6%	/	2%	-1%	-4%	-13%	/	-1%
COC(=O)C(NNc1ccccc1)(NC(=O)c1ccccc1F)C(F)(F)F (stereo not given)	-4%	-4%	-3%	-19%	3%	-1%	0%	-20%	-11%	2%
O=C(Cn1cc(C(=O)c2ccco2)c2ccccc21)NC1CC1	-1%	-3%	0%	13%	-5%	1%	-1%	16%	10%	4%
CCOC(=O)C(=O)Nc1ccccc1C(=O)NC(C)C	0%	4%	/	?	2%	1%	0%	-19%	1%	1%
CN1CCN(C(=S)Nc2cc([N+](=O)[O-])ccc2Cl)CC1	7%	1%	4%	-5%[10 µM]	-3%	11%	2%	3%	/	1%
COC(=O)C1=CN(Cc2ccc(OC)c(OC)c2)C=C(C(=O)OC)C1c1ccc(F)cc1	/	10%	9%	?	-2%	-2%	-3%	-7%	18%	8%
O=c1[nH][nH]c(=O)c2c(NS(=O)(=O)c3ccccc3)cccc12	14%	-6%[10 µM]	-7%	32%	19µM*	?	26%	13µM*	?	29%
COc1ccccc1OCCC(=O)OCC(=O)Nc1ncc(Cl)cc1Cl	0%	0%	2%	-7%	4%	5%	-1%	-24%	-6%	6%
